E coli Lon inh: inhibits E. coli Lon protease. inhibition, % at 7.94 µM. AID 602123. purified E. coli Lon protease, fluorescence polarization. actives 0.42% (n = 360,000). P0A9M0; in the data active = inhibition above about 13%, passing the limit was not always enough;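 note: 0% = enzyme with probe and DMSO and 100% = no enzyme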
MT1-MMP act inh: blocks activation of human MT1-MMP; HT1080 RFP-PRO-GFP cells, GFP/RFP ratio fluorescence, overnight; percent of plate control window, DMSO zero; GFP/RFP ratio change, % at 20 µM; actives 0.061% (n = 360,000); P50281;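 active = GFP/RFP ratio change of at least 30% with cell ATP level not reduced by more than half and red fluorescence within 50% of control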; note: strong numbers were not always called active
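Assay system: HT1080 cells carrying an RFP-PRO-GFP reporter | Dosing: Single dose of 20 µM compound, 1% DMSO final | Incubation: Cells overnight before dosing, compound overnight, 37 °C, 5% CO2 | Evaluation: GFP/RFP fluorescence ratio | Control set: DMSO and RFP-L50D-GFP cell wells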
Neddylation inh: blocks human cullin neddylation; P61081+Q13564; TR-FRET cullin neddylation, biochemical; calls only at 25 µM; actives 0.58% (n = 360,000); AID 651699; in the data active = inhibition above about 36%
Target sequence (P61081 whole entry, looked up): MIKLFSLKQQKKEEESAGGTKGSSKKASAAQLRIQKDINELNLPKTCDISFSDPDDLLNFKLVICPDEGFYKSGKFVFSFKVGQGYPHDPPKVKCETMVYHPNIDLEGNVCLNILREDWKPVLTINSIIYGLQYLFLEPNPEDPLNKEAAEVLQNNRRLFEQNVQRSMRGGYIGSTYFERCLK
Target sequence (Q13564 whole entry, looked up): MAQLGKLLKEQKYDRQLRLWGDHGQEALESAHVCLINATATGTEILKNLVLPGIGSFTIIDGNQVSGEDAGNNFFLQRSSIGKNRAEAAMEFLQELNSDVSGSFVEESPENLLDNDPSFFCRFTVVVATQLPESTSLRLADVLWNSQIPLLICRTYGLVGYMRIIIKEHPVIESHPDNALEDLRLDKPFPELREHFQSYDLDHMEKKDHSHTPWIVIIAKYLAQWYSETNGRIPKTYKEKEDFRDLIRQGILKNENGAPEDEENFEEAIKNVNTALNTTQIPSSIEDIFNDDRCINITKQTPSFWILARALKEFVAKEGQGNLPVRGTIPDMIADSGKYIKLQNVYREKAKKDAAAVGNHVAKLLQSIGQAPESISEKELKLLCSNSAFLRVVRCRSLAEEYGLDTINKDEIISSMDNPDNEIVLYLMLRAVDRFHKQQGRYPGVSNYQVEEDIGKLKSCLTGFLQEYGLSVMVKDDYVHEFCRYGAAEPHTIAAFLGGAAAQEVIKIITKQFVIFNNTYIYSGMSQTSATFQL
NRP1-CendR mod: alters CendR peptide binding to human NRP-1 | O14786 | FAM-RPARPAR peptide binding to NRP-1, fluorescence polarization | inhibition, % at 25 µM | actives 0.85% (n = 360,000);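 active = inhibition or corrected inhibition above about 18%, plus a signal ratio from 0.5 to 1.5, limit read from the data, passing the limit was not always enough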; note: strong numbers were not always called active
SKN-1 block: C. elegans SKN-1 inhibition; C. elegans VP596 Pgst-4::GFP/RFP ratio, acrylamide-induced, 24 h; actives 0.49% (n = 360,000); inhibition, % at 21.8 µM;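 active = interference check ratio from 0.5 to 1.5 plus GFP to RFP signal ratio inhibition reaching or exceeding a fixed threshold, cut at about 30% in these data, passing the limit was not always enough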; note: some compounds called inactive have numbers as strong as hits
bovine MsrA act: bovine methionine sulfoxide reductase A activation; purified bovine MsrA, absorbance read-out; activation, % at 10.6 µM; actives 0.3% (n = 360,000); AID 602163; in the data active = activation above about 7.5%;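 note: 0% = vehicle and 100% = reference activator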
Rin1 Abl inh: blocks binding of human Rin1 to Abl. P00519+Q13671. TR-FRET Rin1/Abl binding, biochemical. inhibition, % at 7.35 µM. actives 0.4% (n = 360,000). AID 588664; in the data active = inhibition above about 5%, passing the limit was not always enough
FAS TE block: FAS thioesterase (human) inhibition; recombinant FAS-TE, OMFH fluorogenic substrate, fluorescence endpoint; actives 0.67% (n = 360,000); inhibition, % at 15 µM;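 active = compounds whose normalised, plate-corrected inhibition of enzyme fluorescence in the single-dose primary screen is 50% or more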;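 note: 0% = DMSO with enzyme and 100% = substrate without enzyme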
MLLE-PAM2 inh: inhibitors of microRNA-mediated deadenylation, human PABP1 MLLE binding | inhibition, % at 20 µM | GST-MLLE / FITC-PAM2 fluorescence polarization | actives 0.36% (n = 360,000) | P11940; in the data active = inhibition above about 35%, passing the limit was not always enough;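 note: plate controls were DMSO wells with GST-MLLE for no effect and wells lacking GST-MLLE protein for full effect; some results filed as inactive read as strong as hits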
* = called active by the depositor; i = inactive; . = no result given; + = active, no number. Not a hit list (roughly 4% active in at least one column).

No.	Structure	E coli Lon inh	MT1-MMP act inh	Neddylation inh	NRP1-CendR mod	SKN-1 block
1	COc1ccc(C(C)=O)cc1COC(=O)c1ccc(S(=O)(=O)N2CCOCC2)cc1	-14	3	i	-12	1
2	Cc1nc(C)c(C(=O)N/N=C/c2ccco2)s1	-2	-3	i	12	3
3	COc1ccc(NC(NC(=O)c2cccnc2)C(Cl)(Cl)Cl)cc1 (configuration not stated)	-10	5	i	8	-3
4	CCNc1nc(NCC)n2c(SCC(=O)Nc3ccccc3OC(F)F)nnc2n1	-3	3	i	-2	10
5	O=C(CN(c1ccc(F)cc1)S(=O)(=O)c1ccc2c(c1)OCCO2)N1CCOCC1	2	-1	i	2	8
6	Cc1cccc(OCC(=O)OC2CCN(C)CC2)c1	1	2	i	-4	14
7	Cc1cc(C(=O)N2CCCC(C(=O)c3ccc4ccccc4c3)C2)nn1C (configuration not stated)	3	3	i	2	6
8	COc1ccc(N2CCN(c3ccc(NC(=O)C4CCCCC4)cc3C#N)CC2)cc1	-5	6	i	7	-27

No.	bovine MsrA act	Rin1 Abl inh	FAS TE block	MLLE-PAM2 inh
1	-4	1	15	-8
2	-1	-4	-6	-1
3	-8	2	1	8
4	-4	2	-5	-16
5	-1	-3	-3	-4
6	-2	-2	-7	2
7	-3	-3	-11	12
8	-2	-2	-5	-8

Following part:
No.	Structure	E coli Lon inh	MT1-MMP act inh	Neddylation inh	NRP1-CendR mod	SKN-1 block
9	O=C(NCc1cccc(F)c1)c1noc2c1CCCC2	5	-1	i	7	12
10	Cc1cccc(S(=O)Cc2ccc(C(=O)NC3CCN(Cc4ccccc4)CC3)o2)c1 (configuration not stated)	1	0	i	14	-4
11	Cc1c(C(=O)Nc2ccc(F)cc2)oc2ccc(S(=O)(=O)N3CCCC3)cc12	-14	-1	i	9	7
12	COC(=O)[C@@]1(Sc2ccc(C)cc2)CC(=O)N[C@@H]1c1ccccc1	-3	1	i	2	10
13	CCOC(=O)C1=C(COC(=O)CCc2ccccc2)NC(=O)NC1C (configuration not stated)	-14	0	i	7	-6
14	COc1ccc(/C=C2\SC(=S)N(c3cccnc3)C2=O)cc1	-2	3	.	-9	-14
15	COc1ccc(C)cc1C(=O)C1CC(C(=O)O)C(C)(C)C1C (configuration not stated)	3	2	i	1	-2
16	COc1ccc(CNc2oc(Cc3cccc4ccccc34)nc2C#N)cc1	0	-3	i	-1	-1

No.	bovine MsrA act	Rin1 Abl inh	FAS TE block	MLLE-PAM2 inh
9	-2	-3	-2	12
10	-2	-5	-8	0
11	-4	1	-6	12
12	1	.	-8	.
13	-2	-1	-8	-35
14	-3	-1	-3	18
15	2	2	-4	1
16	1	-4	26	4

Numbers 6–7, reprinted for reference:
No.	Structure	E coli Lon inh	MT1-MMP act inh	Neddylation inh	NRP1-CendR mod	SKN-1 block
6	Cc1cccc(OCC(=O)OC2CCN(C)CC2)c1	1	2	i	-4	14
7	Cc1cc(C(=O)N2CCCC(C(=O)c3ccc4ccccc4c3)C2)nn1C (configuration not stated)	3	3	i	2	6

No.	bovine MsrA act	Rin1 Abl inh	FAS TE block	MLLE-PAM2 inh
6	-2	-2	-7	2
7	-3	-3	-11	12

(cont.)
No.	Structure	E coli Lon inh	MT1-MMP act inh	Neddylation inh	NRP1-CendR mod	SKN-1 block
17	O=C(CCCc1c[nH]c2ccccc12)NCc1ccccc1C(F)(F)F	7	1	i	8	19
18	Cc1cc(C(=O)OC(C)C(=O)NC2CCCCC2)c(C)o1 (configuration not stated)	10	1	i	9	7
19	O=C1N[C@H]2CC=C[C@H]2N(Cc2cccs2)c2ccccc21	-2	2	i	0	8
20	O=C(NCc1cccs1)c1csc2c1CCCCC2	2	1	i	-6	15
21	CSc1ccc(CN(C)C(=O)CNC(=O)c2ccc3c(c2)OCO3)cc1	-16	9	i	-8	3
22	NC(=O)c1ccc(NC(=O)CSc2nnc(-c3cccnc3)n2Cc2ccco2)cc1	-11	-1	i	-17	12
23	Cc1ccc(C)c(S(=O)(=O)NCCC(=O)N2CCCC(C(N)=O)C2)c1 (configuration not stated)	-10	-2	i	-2	-2
24	CC1CN(C(=O)CCC(=O)NC2CCCCC2)c2ccccc2S1 (configuration not stated)	-4	0	i	-6	6

No.	bovine MsrA act	Rin1 Abl inh	FAS TE block	MLLE-PAM2 inh
17	2	1	11	0
18	0	2	-3	-7
19	-1	0	-3	-14
20	-1	1	7	8
21	-2	1	-6	-7
22	-1	1	-5	-2
23	2	2	-11	15
24	-1	-1	1	-1

Some of these compounds in order of their number in E coli Lon inh, falling:
no. | SMILES | E coli Lon inh | MT1-MMP act inh | Neddylation inh | NRP1-CendR mod | SKN-1 block | bovine MsrA act | Rin1 Abl inh | MLLE-PAM2 inh
17 | O=C(CCCc1c[nH]c2ccccc12)NCc1ccccc1C(F)(F)F | 7 | 1 | i | 8 | 19 | 2 | 1 | 0
24 | CC1CN(C(=O)CCC(=O)NC2CCCCC2)c2ccccc2S1 (configuration not stated) | -4 | 0 | i | -6 | 6 | -1 | -1 | -1
21 | CSc1ccc(CN(C)C(=O)CNC(=O)c2ccc3c(c2)OCO3)cc1 | -16 | 9 | i | -8 | 3 | -2 | 1 | -7

Continuation.
No.	Structure	E coli Lon inh	MT1-MMP act inh	Neddylation inh	NRP1-CendR mod	SKN-1 block
25	CCN(CC)S(=O)(=O)c1ccc(N2CCOCC2)c(NC(=O)COc2ccc(Cl)cc2)c1	0	0	i	-8	4
26	COCCCN(C(=O)CSCC(=O)Nc1ccc(C)cc1)c1c(N)n(Cc2ccccc2)c(=O)[nH]c1=O	-5	-3	i	-10	13
27	CN(C(=O)c1ccc(NC(=O)Cc2cccc(NC(=O)C3CCN(C(=O)C4CC4)CC3)c2)cc1)C1CCCC1	-2	1	i	20	8
28	CC(C)CCC(=O)N1CCC(N2CCC(C(=O)NCc3ccccn3)CC2)CC1	-6	-2	i	12	-1
29	COC(=O)/C(C#N)=C1/C=Cc2ccccc2N1	4	0	i	2	14
30	COC(=O)Nc1ccc(S(=O)(=O)N2CCC(C(=O)N(C)C3CCCCC3)CC2)cc1	-1	-2	i	-13	6
31	CCCCOc1ccc(S(=O)(=O)Nc2cc(OC)ccc2OC)cc1	-5	6	i	-20	8
32	O=C(CCC(=O)N(CC(=O)NC1CCCCC1)Cc1ccccc1)Nc1ccccn1	3	3	i	-1	-1

No.	bovine MsrA act	Rin1 Abl inh	FAS TE block	MLLE-PAM2 inh
25	-5	-6	32	-1
26	-3	2	-6	-12
27	0	2	-6	4
28	0	-4	-8	0
29	-4	-3	-3	-1
30	-3	0	6	6
31	-1	0	28	-4
32	-1	3	-2	9

Remaining list, next part:
No.	Structure	E coli Lon inh	MT1-MMP act inh	Neddylation inh	NRP1-CendR mod	SKN-1 block
33	O=C(O)c1ccc(Nc2ccc([N+](=O)[O-])c3nonc23)cc1	6	-1	i	-30	44*
34	Cc1cc(C)c(S(C)(=O)=O)c(S(=O)c2ccc(Cl)cc2)n1 (configuration not stated)	1	-3	i	1	-7
35	COC(=O)c1cc(S(=O)(=O)N2CCOCC2)c(Cl)cc1N1CCOCC1	1	2	i	-10	6
36	Cc1cc(C)n2c(Nc3c(C)cccc3C)c(-c3cccnc3)nc2n1	-5	-8	i	-13	13
37	Cc1ccc(Oc2ccccc2/C=C2\SC(=O)N(C)C2=O)cc1	1	-6	i	-12	-5
38	CCCNC(=O)c1cc(C2CCCCN2C(=O)c2ccc3ccccc3c2)on1 (configuration not stated)	-4	1	i	-3	10
39	CC(=O)Nc1nnc(CCN2CCCCC2)s1	-2	1	i	-5	-3
40	c1cc(Nc2ncnc3sccc23)cc(-c2nnc3n2CCCCC3)c1	3	10	i	5	-2

No.	bovine MsrA act	Rin1 Abl inh	FAS TE block	MLLE-PAM2 inh
33	-4	-12	-6	-29
34	1	-2	-4	-11
35	-2	-4	-9	5
36	-4	.	-13	.
37	-4	0	24	-2
38	-1	-4	2	-4
39	-14	5	-8	10
40	-1	0	-5	-14

Continued.
No.	Structure	E coli Lon inh	MT1-MMP act inh	Neddylation inh	NRP1-CendR mod	SKN-1 block
41	Cc1ccc(C)c(Cn2ncc3ccccc32)c1	-10	-5	i	-3	5
42	CCOC(=O)c1sc(NC(=O)CCN2C(=O)c3cccc([N+](=O)[O-])c3C2=O)c(C(=O)OCC)c1C	0	11	i	2	-1
43	COc1ccc(-c2noc(CSc3nc(N)cc(=O)[nH]3)n2)cc1	-4	15	i	7	-1
44	COc1cc(O)c(C(CCN2CCCC2)c2ccc3c(c2)OCO3)c(OC)c1 (configuration not stated)	2	1	i	19	4
45	Cn1cnc([N+](=O)[O-])c1NC(C)(C)C	-5	5	i	29*	1
46	CCn1nnnc1-c1ccc(OC)c(S(=O)(=O)NCCc2ccccc2)c1	-10	-1	i	-2	-23
47	COC(=O)c1cc(C(=O)OCC(=O)NC(=O)c2ccccc2)cc([N+](=O)[O-])c1	-3	2	i	7	3
48	COc1ccc(OCCCC(=O)Nc2cccc([N+](=O)[O-])c2)cc1	6	-2	i	-2	10

No.	bovine MsrA act	Rin1 Abl inh	FAS TE block	MLLE-PAM2 inh
41	-3	-1	0	6
42	-11	1	27	1
43	-1	-2	-6	-2
44	2	3	-11	-15
45	0	-3	-7	3
46	-2	-1	2	-4
47	-2	1	13	-8
48	-1	-2	13	10

The results go on.
No.	Structure	E coli Lon inh	MT1-MMP act inh	Neddylation inh	NRP1-CendR mod	SKN-1 block
49	Cc1nn(Cc2ccccc2)c2c1C(c1ccc(Cl)cc1)C(C#N)=C(N)O2 (configuration not stated)	7	2	i	0	5
50	Cc1cccc(C(=O)Nc2sc3c(c2C(=O)O)CCCC3)c1	5	-10	i	-14	10
51	Cc1nc2ccccc2c(=O)n1NC(=O)C1CC1C (configuration not stated)	-5	-4	i	-16	-4
52	OCCCNC(=S)Nc1ccc2nccnc2c1	-3	-4	+	0	-16
53	Cc1cc(C)n(-c2ccc(C)c(Cl)c2)n1	7	4	i	-3	-5
54	O=C(NCc1ccc(F)cc1)C1CCCN(c2nc3ccsc3c(=O)s2)C1 (configuration not stated)	-1	0	i	-1	7
55	COc1ccc(S(=O)(=O)CCC(=O)N2CCN(c3ccc(F)cc3)CC2)cc1	4	-2	i	-1	10
56	COc1ccc(NC(=O)NCc2ccncc2)cc1	-9	0	i	15	-9
57	CC(=O)c1ccc(N2CCN(C(=O)c3n[nH]c4ccccc34)CC2)cc1	1	4	i	7	2
58	O=C(O)CCCCCN1C(=O)C(=O)/C(=C(/O)c2ccccc2)C1c1ccccc1 (configuration not stated)	0	3	i	-8	-5
59	CC(=O)N(CCCCl)C(C#N)c1ccccc1 (configuration not stated)	-3	0	i	10	0

No.	bovine MsrA act	Rin1 Abl inh	FAS TE block	MLLE-PAM2 inh
49	-9	-3	-3	-13
50	0	2	-3	8
51	-2	0	-4	-3
52	-3	-1	3	27
53	-2	3	-9	8
54	-4	-1	-1	-11
55	1	1	-5	18
56	-3	0	-5	-2
57	-11	-4	-9	11
58	-3	0	-6	13
59	-1	1	-7	-4

Part of the list above in order of SMILES length, falling.
No.	Structure	E coli Lon inh	MT1-MMP act inh	Neddylation inh	NRP1-CendR mod	SKN-1 block
55	COc1ccc(S(=O)(=O)CCC(=O)N2CCN(c3ccc(F)cc3)CC2)cc1	4	-2	i	-1	10
49	Cc1nn(Cc2ccccc2)c2c1C(c1ccc(Cl)cc1)C(C#N)=C(N)O2 (configuration not stated)	7	2	i	0	5
59	CC(=O)N(CCCCl)C(C#N)c1ccccc1 (configuration not stated)	-3	0	i	10	0

No.	bovine MsrA act	Rin1 Abl inh	FAS TE block	MLLE-PAM2 inh
55	1	1	-5	18
49	-9	-3	-3	-13
59	-1	1	-7	-4

Screens from PubChem BioAssay.
